Screening results (PubChem)
HDAC3 inhib: HDAC3 deacetylase inhibitors, primary screen, biochemical, fluorescence, cell-free homogeneous; 320,000 compounds, 0.15% hits; recombinant HDAC3, fluorogenic peptide/trypsin coupled; Histone deacetylase 3 (Homo sapiens), O15379; inhibition, % at 8.3 µM; AID 2718, 2010; in the data active means inhibition above about 26%, passing the limit was not always enough; inconclusive means no clear call, values can overlap the other calls
KCNQ1 act: potentiators or activators of KCNQ1 channel, primary screen, cell-based, thallium flux, high-throughput; Potassium voltage-gated channel subfamily KQT member 1 (Homo sapiens), P51787; CHO-K1 KCNQ1, thallium flux FluxOR fluorescence; hits give high values; B-score at 10 µM; 310,000 compounds, 0.35% hits; AID 2648, 2010;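 active means fluorescence ratio B-score, a plate-corrected score, at least three library SD, with initial intensity B-score within 5 SD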
Target sequence (P51787 whole entry, looked up): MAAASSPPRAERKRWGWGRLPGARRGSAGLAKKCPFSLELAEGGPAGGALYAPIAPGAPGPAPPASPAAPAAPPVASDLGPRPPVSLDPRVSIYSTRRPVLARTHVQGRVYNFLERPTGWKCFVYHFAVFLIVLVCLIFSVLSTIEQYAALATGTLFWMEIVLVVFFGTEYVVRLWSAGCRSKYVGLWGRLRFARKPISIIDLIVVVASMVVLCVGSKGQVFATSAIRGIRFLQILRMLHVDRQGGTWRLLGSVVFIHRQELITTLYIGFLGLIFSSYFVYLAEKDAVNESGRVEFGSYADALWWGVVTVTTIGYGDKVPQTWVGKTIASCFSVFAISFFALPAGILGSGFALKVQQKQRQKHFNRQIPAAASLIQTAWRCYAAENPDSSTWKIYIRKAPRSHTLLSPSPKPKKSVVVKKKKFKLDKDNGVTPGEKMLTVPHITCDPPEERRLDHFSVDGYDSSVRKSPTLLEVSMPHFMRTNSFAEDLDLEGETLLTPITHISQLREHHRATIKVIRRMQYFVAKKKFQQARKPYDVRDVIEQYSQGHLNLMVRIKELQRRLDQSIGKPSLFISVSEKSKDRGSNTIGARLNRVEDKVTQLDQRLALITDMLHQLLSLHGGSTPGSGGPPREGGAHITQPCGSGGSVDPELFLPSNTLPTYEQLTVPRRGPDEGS
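System: Stable KCNQ1 CHO-K1 line | Incubation: 90 min dye loading and 20 min compound exposure, both at room temperature | Measure: Ratio B score | Medium: Assay buffer for compound exposure, DMSO matched across wells | Compound dosing: Single-concentration screen | Probe or stimulus: K+/Tl+ depolarizing stimulus | Measured by: Kinetic FluxOR fluorescence, 10 s baseline plus 110 s post-stimulus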
hERG protect: hERG rescue from dofetilide block, primary screen, cell-based, CHO-hERG, FluxOR thallium flux, dofetilide IC70; 310,000 compounds, 0.51% hits; Voltage-gated inwardly rectifying potassium channel KCNH2 (Homo sapiens), Q12809; dofetilide IC70 present; activation (rescue from dofetilide block), less the hit threshold, % at 10 µM;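 active means activation above the mean of controls blocked by dofetilide plus 5 SD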;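 further: thallium influx through hERG after potassium depolarization seen as dye fluorescence rise; in these data hits start at about 4.7%; inactives centre near -7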
KCNK3 block: human KCNK3 channel inhibitors, primary screen, CHO cells, FluxOR thallium flux, B-score. FluxOR fluorescence; hits give low values. B-score at 10 µM. 340,000 compounds, 0.84% hits;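 active means B-score under library mean minus 4 SD, starting fluorescence ratio at most library mean plus 5 SD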;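 further: more negative B-score means stronger inhibition of thallium flux through KCNK3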
KCNK9 block: KCNK9 potassium channel inhibitors, primary screen, HEK293 cells, thallium flux; 310,000 compounds, 1.2% hits; B-score at 10 µM; AID 488922, 2010; Potassium channel subfamily K member 9 (Homo sapiens), Q9NPC2; FluxOR thallium flux fluorescence; hits give low values;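 active means ratio B-score over 3 SD below the library mean, with starting fluorescence within 5 SD of its mean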;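 further: negative B-score means less thallium flux so channel inhibition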
Target sequence (Q9NPC2 whole entry, looked up): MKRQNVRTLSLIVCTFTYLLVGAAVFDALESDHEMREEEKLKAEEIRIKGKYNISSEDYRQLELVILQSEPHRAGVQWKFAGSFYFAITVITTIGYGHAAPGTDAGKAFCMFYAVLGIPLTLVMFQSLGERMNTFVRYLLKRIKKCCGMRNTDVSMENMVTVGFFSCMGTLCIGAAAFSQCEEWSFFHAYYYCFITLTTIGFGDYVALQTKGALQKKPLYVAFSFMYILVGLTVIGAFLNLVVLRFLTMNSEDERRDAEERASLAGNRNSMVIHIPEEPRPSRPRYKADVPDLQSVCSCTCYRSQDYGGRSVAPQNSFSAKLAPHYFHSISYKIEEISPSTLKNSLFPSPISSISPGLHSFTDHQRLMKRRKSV
KCNQ1 inh: inhibitors of human KCNQ1 channel, primary screen, cell-based, thallium flux, high-throughput | Potassium voltage-gated channel subfamily KQT member 1 (Homo sapiens), P51787 | B-score at 10 µM | CHO-K1 KCNQ1, FluxOR thallium flux fluorescence; hits give high values | AID 2642, 2010 | 310,000 compounds, 1.3% hits;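 active means compounds whose thallium flux B-score, printed positive for inhibition, exceeds three library SD while starting fluorescence stays within three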;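 further: channel opened by potassium depolarization with thallium stimulus after 20 min compound exposure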
PolyA inhibitor: polyadenylation inhibitors in yeast reporter cells, primary screen, luminescence, S. cerevisiae; calls only at 12 µM; AID 1875, 2009; 300,000 compounds, 0.02% hits; S. cerevisiae SKY197-pL101 polyadenylation reporter, beta-gal luminescence; efflux-impaired pdr1/pdr3 knockout yeast; score 100 = 6 SD above DMSO;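 active means lowest replicate activity score at least 50, where 100 means six control SD above control mean; inconclusive means lowest score under 50 but half or more replicates reach 50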;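 further: yeast exposed to compound for 9 h at 30 °C; higher score means more reporter readthrough which indicates perturbed polyadenylation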
GSK3B inh: human GSK3beta kinase inhibitors, primary screen, biochemical, cell-free homogeneous, HTS | Glycogen synthase kinase-3 beta (Homo sapiens), P49841 | GST-GSK3beta kinase, ADP-Glo luminescence, 60 min; hits give low values | activity score (negative = inhibition), % at 10 µM | 300,000 compounds, 0.038% hits | AID 2097, 2009;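 active means more than half of replicate wells score below -50%, meaning over 50% inhibition versus plate controls; inconclusive means some replicates but at most half score below -50%; inactive means no replicate scores below -50%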;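 further: 0% = median DMSO wells and -100% = median GW8510 positive control wells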
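test system = GST-tagged human GSK3beta kinase, cell-free | reagent = 25 µM ATP with peptide substrate | dosing = one dose of 10 µM per compound | schedule = 60 min reaction, RT | detection = luminescent ADP-Glo measurement of ADP formed | control set = DMSO neutral wells and GW8510 at 20 µM as positive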
GSK3A inh: blockers of GSK3A enzyme activity – biochemical, luminescence, cell-free homogeneous, HTS, primary screen; 320,000 compounds, 0.1% hits; AID 2650, 2010; GSK-3 alpha kinase, ADP-Glo luminescence, 60 min; inhibition, % at 10 µM; Glycogen synthase kinase-3 alpha (Homo sapiens), P49840;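 in the data active means inhibition above about 50%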;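 further: GST-tagged GSK-3 alpha with peptide substrate and 25 µM ATP; 0% = DMSO neutral wells and 100% = GW8510 positive control wells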
RGS4 pot: RGS4 potentiators or activators, primary screen, cell-based, HEK293 M3R inducible RGS4, calcium flux; carbachol calcium flux Fluo4; hits give low values; B-score at 10 µM; 310,000 compounds, 0.92% hits;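 active means B-score of the integrated calcium signal more than 4 SD below the library mean, with starting fluorescence not abnormally high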;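 further: negative B-score means reduced calcium response which marks RGS4 activation or potentiation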
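Detection: kinetic calcium fluorescence imaging with Fluo4-AM dye, 2 µM / Material: HEK293 cells with stable M3R and inducible RGS4 / Schedule: recording 10 s baseline at 1 Hz, 100 s post-agonist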
Dyrk1A ADPGlo: rat Dyrk1A kinase inhibitors, primary screen, biochemical, single point, plate reader. Dual specificity tyrosine-phosphorylation-regulated kinase 1A (Rattus norvegicus), Q63470. ADP-Glo luminescence, NFATc1 peptide. inhibition, % at 12.5 µM. 310,000 compounds, 0.43% hits. AID 504441, 2011; in the data active means inhibition above about 50%;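 further: plate controls were vehicle with enzyme for no effect and no enzyme for full effect; many of its hits are not listed in these tables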
An asterisk follows results filed as active; i = inactive; ? = inconclusive; nt = no result given. These rows are one share of the data. The share of hits here may be higher or lower than overall.

molecule,HDAC3 inhib,PolyA inhibitor,KCNK3 block,RGS4 pot,KCNK9 block,GSK3A inh,KCNQ1 act,hERG protect,KCNQ1 inh,GSK3B inh,Dyrk1A ADPGlo
CCS(=O)(=O)c1ccc(-c2csc(-c3ccccc3)n2)c(Cl)c1Cl,1,i,i,i,i,-1,i,-5,i,2,7
CCOC(=O)C1=C(N)OC2=C(C(=O)CCC2)C1c1ccccc1OC (configuration not stated),4,i,i,i,i,nt,i,-6,i,3,-4
O=S(=O)(Nc1ccc2cn[nH]c2c1)c1ccc(Cl)s1,-2,i,i,i,i,2,i,-11,i,-1,2
COc1cc(S(=O)(=O)N(Cc2cccc(OC)c2OC)CC2CCCO2)ccc1-n1cnnn1 (configuration not stated),nt,i,i,i,i,-2,i,-6,i,1,-3
Cc1ccc(C(=O)COC(=O)CNC(=O)Cc2ccccc2)cc1[N+](=O)[O-],-1,i,i,i,i,-1,i,-2,i,-1,-3
O=C(CSc1nc2ccccc2[nH]1)N1CCN(C(=O)c2ccco2)CC1,8,i,i,i,i,-3,i,-12,i,-3,3
COc1cc(Cl)ccc1OCc1cc(C(=O)N2CCCCCCC2)no1,5,i,i,i,i,-2,i,-11,i,nt,-1
COc1ccc(CN(CC(=O)NCc2ccccc2)C(=O)c2csnn2)cc1,-3,i,i,i,i,-3,i,-9,i,1,3
COc1cc(S(=O)(=O)N(CCc2ccccc2)Cc2cccs2)ccc1-n1cnnn1,3,i,i,i,i,-3,i,-6,i,-1,-2
CSc1cc(-c2ccco2)oc1C(=O)c1ccco1,5,i,i,i,i,0,i,-8,i,1,4
Cc1cc(C)n(CC(O)Cn2c3ccccc3c3ccccc32)c(=O)n1 (configuration not stated),4,i,i,i,i,-1,i,0,i,2,0
Cc1ccc(C(=O)Nc2nnc(S(=O)(=O)N3CCCCCC3)s2)cc1,-9,i,i,i,i,-1,i,-7,i,0,4
CC(=O)Nc1ccccc1C(=O)C(=O)Nc1ccc(C(=O)N2CCOCC2)cc1,10,i,i,i,i,-2,i,-7,i,-2,8
CCCCNC(=S)NNC(=O)c1ccoc1C,1,i,i,i,i,-2,i,-7,i,0,-2
O=C(O)C1CC(=O)N(CCc2ccc(F)cc2)C1 (configuration not stated),-2,i,i,i,i,-3,i,-6,i,0,-7
Cc1cc(O)c(-c2cc(O)c(C)cc2O)cc1O,-7,i,i,i,i,-1,i,-22,i,0,17
Cc1ccc(C(C)CCN2CCC(n3nccc3NC(=O)c3ccccc3)CC2)o1 (configuration not stated),-7,i,i,i,i,-1,i,-14,i,-5,-1
Cn1cnc2cc(OC(=O)c3ccccc3)ccc21,3,i,i,i,i,-1,i,-1,i,0,1
O=C(COc1cccc2ccccc12)N1c2ccccc2CCc2ccccc21,8,i,-13*,i,i,4,i,-22,i,1,-7
CC1CCN(C(=O)c2ccc3c(c2)OCO3)CC1,-4,i,i,i,i,-1,i,-11,i,-5,0
COc1cc(C(=O)Nc2scc(-c3ccccc3)c2C(=O)O)cc(OC)c1OC,-8,i,i,i,i,-4,i,-7,i,2,nt
COc1ccc(C(CNC(=O)Nc2ccc(Cl)cc2)N2CCN(C)CC2)cc1 (configuration not stated),0,i,i,i,i,0,i,-15,i,0,-1
Clc1ccc2nncn2n1,0,i,i,i,i,-3,i,-7,i,0,0
Cn1cnc(S(=O)(=O)N2CCN(C(c3ccc(F)cc3)c3ccc(F)cc3)CC2)c1,15,i,i,i,i,1,i,-6,i,-4,-4
COc1ccc(CCN(Cc2ccccn2)C(=S)Nc2cccc(SC)c2)cc1OC,-5,i,i,i,i,-3,i,1,i,-3,-2
Cc1ccc(-n2ncc3c2CCCC3NC(=O)c2cnccn2)cc1C (configuration not stated),0,i,i,i,i,nt,i,-2,i,0,0
COCc1c(C(=O)OCc2nc(N)nc(Nc3ccccc3C)n2)oc2ccccc12,4,i,i,i,i,7,i,-12,i,-1,6
C/C(=N/NC(=O)C(O)(c1ccccc1)c1ccccc1)c1ccc([N+](=O)[O-])o1,0,i,i,i,i,-1,i,-25,i,-1,-5
O=C(CNC(=O)c1cccs1)c1ccc(F)cc1,2,i,i,i,i,0,i,-6,i,1,4
CC(C(=O)NC1CCCC1)N(Cc1ccc2c(c1)OCO2)C(=O)c1snc(C(N)=O)c1N (configuration not stated),-3,i,i,i,i,0,i,-15,i,0,4
O=C(c1ccc2[nH]c3c(c2c1)CCCC3)N1CCN(c2ccc(F)cc2)CC1,6,i,i,i,i,-2,i,-3,i,-2,2
O=C(COc1ccccc1F)NC1CC1,-3,i,i,i,i,-2,i,-4,i,-1,5
C=CCSc1nnc(-c2ccc(Cl)cc2Cl)o1,4,i,i,i,i,-1,i,-9,i,1,-3
COC(=O)[C@H](C)NC(=O)COc1ccccc1,-6,i,i,i,i,-5,i,-12,i,0,-6
CCc1nnc(NC(=O)C2=CCN(S(=O)(=O)c3ccccc3)CC2)s1,-3,i,i,i,i,2,i,-12,i,3,13
Cc1ccc(C)c2nc(SCC(=O)N3CCCc4ccccc43)c(C#N)cc12,5,i,i,i,i,nt,i,-24,i,0,-3
CCCCN(CCCC)C(=O)CN(C)S(=O)(=O)c1ccc2c(c1)n(C)c(=O)c(=O)n2C,0,i,i,i,i,-1,i,-16,i,0,1
O=C(N/N=C1\CC2CC=CC12)c1ccc(O)cc1 (configuration not stated),12,i,i,i,i,-1,i,-5,i,2,6
[N-]=[N+]=NC(c1ccccc1)c1nc2ccccc2[nH]c1=O (configuration not stated),3,i,i,i,i,0,i,-5,i,2,3
CCSc1ncc(/C=N/Nc2ccccc2)n1C,13,i,i,i,i,0,i,-6,i,3,-5
COC(=O)C1=C(N)OC2=C(C(=O)CCC2)C1c1ccccc1OC (configuration not stated),-1,i,i,i,i,5,i,-8,i,-1,0
C=CCN(CC=C)C(=S)Nc1ccc(OC)c(OC)c1,-2,i,i,i,i,0,i,-11,i,1,2
COc1ccc(C(=O)CC(=O)C(=O)Nc2ccc(C)c(C)c2)cc1,2,i,i,i,i,-3,i,3,i,0,-2
O=C(NCc1cccs1)c1noc2c1CCCC2,-5,i,i,i,i,-1,i,-9,i,nt,8
COCCn1ccc2c(OCC(=O)Nc3cc(OC)ccc3OC)cccc2c1=O,-9,i,i,i,i,-2,i,-11,i,3,17
COC(=O)CSc1nnc(CNc2ccc(Cl)cc2)n1-c1ccccc1,-4,i,i,i,i,-1,i,-10,i,3,-1
Nc1cnccc1Oc1cccc(C(F)(F)F)c1,-2,i,i,i,i,-3,i,-4,i,-1,1
CCCCC1=CC2=CC(=O)C(C)(OC(=O)CCC(=O)OC)C(=O)C2=CO1 (configuration not stated),6,i,nt,i,i,-1,i,-9,i,-5,nt
Cc1ccccc1-c1nc(SCc2ccccn2)c2c(=O)n(C)c(=O)n(C)c2n1,-7,i,i,i,i,-4,i,-6,i,0,-9
COc1ccc(NC(=O)C2=Cc3ccccc3OC2)cc1,?,i,i,i,i,-5,i,-6,i,2,-4
N=c1c(-c2nc3ccccc3[nH]2)cc(C(=O)c2ccco2)nn1-c1ccccc1,4,i,i,i,i,2,i,-10,i,1,-7
COc1ccc(C)cc1NC(=O)Cn1cnnn1,-4,i,i,i,i,-1,i,1,i,1,2
CC(NCc1ccc(-c2ccccc2)cc1)C(O)c1ccccc1 (configuration not stated),2,i,i,i,i,2,i,-17,i,-17,1
CS(=O)(=O)N1CC(C(=O)NN)Oc2ccc(Cl)cc21 (configuration not stated),0,i,i,i,i,3,i,2,i,0,6
CCOc1ccc(N(CC(=O)NC2CCCCC2)S(=O)(=O)c2ccccc2)cc1,6,i,i,i,i,-1,i,-7,i,nt,-3
CC(C)=CCCC1(C)C=Cc2c(c(C)cc3c2[nH]c2cc(O)ccc23)O1 (configuration not stated),10,i,i,i,i,0,i,-2,i,0,3
Cc1cc(C)n(C(C)CNS(=O)(=O)c2ccccc2)n1 (configuration not stated),-4,i,i,i,i,11,i,-6,i,-4,-8
O=C(CCc1nc2ccccc2c(=O)[nH]1)N1CCN(S(=O)(=O)c2cccc(F)c2)CC1,5,i,i,i,i,1,i,-8,i,-2,-6
COc1ccc(Cn2c(O)c(C=Nc3ccc(C)cc3)c3ccccc3c2=O)cc1,-4,i,i,i,i,-3,i,-8,i,2,25
O=C(NCCCn1ccnc1)c1ccc(COc2ccccc2)o1,0,i,i,i,i,-1,i,-5,i,1,5
Cc1ccc(CNC(=O)CCNS(=O)(=O)c2ccc(C)cc2)cc1,4,i,i,i,i,7,i,-4,i,-1,-8
CC(C)c1ccc(NC(=O)CCC(=O)NCc2ccco2)cc1,3,i,i,i,i,-2,i,-10,i,-1,2
